Efflux pump inh: antifungal efflux pump inhibition, Nile Red retention | S. cerevisiae Candida pump triplex | inhibition, % at 10 µM | 330,000 tested, 0.44% active | AID 485275;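 active = plate passing quality check with inhibition over a set limit, or well fluorescence over plate mean plus 4 SD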;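 note: Nile Red retained in pooled yeast measured as flow cytometry median fluorescence; 0% = buffer negative control and 100% = Enniatin B positive control; higher means more Nile Red kept so more efflux inhibition; some compounds called inactive have numbers as strong as hits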
CTSL1 counter: counter-screen for PFM18AAP inhibitors: inhibitors of F. hepatica cathepsin L1; recombinant F. hepatica cathepsin L1, Z-Leu-Arg-MCA fluorescence; inhibition, % at 5.96 µM; 300,000 tested, 0.49% active; AID 1906;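 active = inhibition above the mean of all tested compounds plus 3 SD, set per screening campaign, cut at about 17% in these data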;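 note: 0% = plate median of test compound wells and 100% = 1 µM Z-Phe-Ala-diazomethylketone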
PP5 inh: inhibitors of human protein phosphatase 5 (PP5); P53041; purified PP5c, OMFP substrate fluorescence; inhibition, % at 6.7 µM; 320,000 tested, 0.18% active; AID 1987;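 active = inhibition above the campaign's mean inhibition across all tested compounds plus 3 SD, cut at about 9.5% in these data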;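 note: 0% = DMSO only and 100% = 100 µM cantharidin control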
Target sequence (P53041 whole entry, looked up): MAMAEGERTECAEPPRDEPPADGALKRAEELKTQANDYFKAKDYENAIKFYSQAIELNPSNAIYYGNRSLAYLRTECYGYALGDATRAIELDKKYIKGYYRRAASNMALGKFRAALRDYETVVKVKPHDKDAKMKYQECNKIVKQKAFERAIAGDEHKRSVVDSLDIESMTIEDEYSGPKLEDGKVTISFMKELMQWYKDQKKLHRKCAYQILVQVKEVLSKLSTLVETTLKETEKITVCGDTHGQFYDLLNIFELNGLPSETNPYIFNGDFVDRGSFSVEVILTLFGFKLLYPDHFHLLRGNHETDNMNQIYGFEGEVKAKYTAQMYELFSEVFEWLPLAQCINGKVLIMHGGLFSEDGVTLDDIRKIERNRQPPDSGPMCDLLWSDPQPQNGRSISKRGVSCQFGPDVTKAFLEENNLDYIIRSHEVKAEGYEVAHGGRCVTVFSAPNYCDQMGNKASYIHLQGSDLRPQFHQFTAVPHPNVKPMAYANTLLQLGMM
proCasp3 act: activates human procaspase-3; recombinant procaspase-3 D3A, Ac-DEVD-pNA absorbance 405 nm; P42574; AID 463141; activation, % at 8.5 µM; 330,000 tested, 0.11% active;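 active = activation above the mean of all tested compounds plus 3 SD, cut at about 21% in these data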;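 note: 0% = DMSO alone and 100% = DMSO wells spiked with extra 5 µM PC-3 D3A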
Target sequence (P42574 whole entry D9A/D28A/D175A): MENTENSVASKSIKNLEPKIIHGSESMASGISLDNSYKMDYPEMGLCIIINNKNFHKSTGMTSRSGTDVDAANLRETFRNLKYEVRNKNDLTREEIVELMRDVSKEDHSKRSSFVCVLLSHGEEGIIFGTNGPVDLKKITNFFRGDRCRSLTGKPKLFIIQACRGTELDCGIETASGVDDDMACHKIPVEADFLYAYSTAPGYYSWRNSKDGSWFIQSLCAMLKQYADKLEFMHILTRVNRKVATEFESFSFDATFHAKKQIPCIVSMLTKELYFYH
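Assay system – Procaspase-3 D3A mutant · Benchmarks – DMSO low control, extra-enzyme high control · Technique – 405 nm absorbance of p-nitroaniline, reads at 0 and 120 min · Doses – 8.5 µM nominal · Measure – % activation between DMSO and enzyme-spiked controls · Also added – Ac-DEVD-pNA chromogenic peptide substrate · Schedule – 1 h compound preincubation, 2 h substrate hydrolysis at 25 °C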
JMJD2C inh: human JMJD2C demethylase inhibition. GST-JMJD2C(1-420) H3K9me3 demethylation, DELFIA europium. inhibition, % at 2.35 µM. 330,000 tested, 0.069% active;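 active = more than half of a compound's replicate wells show inhibition beyond 50%, single wells judged on their own value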;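 note: signal counts dimethyl H3K9 product captured on neutravidin plate; 0% = median of DMSO wells and 100% = 0.3 times that DMSO median; strong numbers were not always called active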
core dimer inh: blocks dimerization of HCV core protein. TR-FRET GST/Flag-core106 dimerization, 1536-well. inhibition, % at 5 µM. 300,000 tested, 0.33% active;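 active = inhibition above the mean of all tested compounds plus 3 SD, set per screening campaign, cut at about 45% in these data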
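Material: Tagged HCV core106 pair (GST and Flag) | Amount: GST-core106 13.5 nM, Flag-core106 17 nM | Medium: KF-containing HEPES buffer, pH 7.45, DTT, CHAPS, BSA | Reagent: Eu donor and XL665 acceptor anti-tag antibodies | Schedule: 4 h at 22.5 °C | Technique: Time-resolved FRET, ex 340 nm, em 617 and 671 nm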
proCasp7 act: activates human procaspase-7, counter-screen for procaspase-3 activators; P55210; recombinant procaspase-7, Ac-DEVD-pNA absorbance 405 nm; D23A/D198A/D206A triple mutant, cannot self-cleave; scale: DMSO 0, 5 µM enzyme 100; activation, % at 8.5 µM; 330,000 tested, 0.093% active; AID 463210;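 active = percent activation above the screen-wide mean plus 3 SD, cut at about 25% in these data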
Target sequence (P55210 whole entry D23A/D198A/D206A): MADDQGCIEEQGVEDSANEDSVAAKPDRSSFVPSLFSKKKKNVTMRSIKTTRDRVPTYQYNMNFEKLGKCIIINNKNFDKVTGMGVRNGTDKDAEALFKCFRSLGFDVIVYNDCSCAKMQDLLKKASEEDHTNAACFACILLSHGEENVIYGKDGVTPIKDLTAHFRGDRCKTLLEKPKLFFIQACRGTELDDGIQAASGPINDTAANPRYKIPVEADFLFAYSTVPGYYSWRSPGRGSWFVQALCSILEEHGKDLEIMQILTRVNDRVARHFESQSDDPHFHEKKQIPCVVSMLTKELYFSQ
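signal = Epi-absorbance of released pNA at 405 nm, two timepoints | assay system = Uncleavable procaspase-7 mutant enzyme | reagent = Ac-DEVD-pNA substrate, 400 µM as added | times = 1 h enzyme–compound preincubation and 2 h substrate reaction, both 25 °C | benchmarks = low DMSO alone, high DMSO plus 5 µM PC-7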
PP1 counter: counter-screen for PP5 inhibitors: inhibitors of human PP1-alpha | P62136 | purified PP1alpha, OMFP fluorescence | inhibition, % at 6.7 µM | 320,000 tested, 0.9% active;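 active = inhibition above the mean inhibition of all tested compounds plus 3 SD, computed separately for each screening campaign, cut at about 15% in these data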
TPT1 inh: inhibitors of Candida albicans tRNA 2'-phosphotransferase TPT1. recombinant caTPT1, FP RNA substrate dephosphorylation. inhibition, % at 5 µM. 300,000 tested, 0.81% active;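 active = inhibition above the mean of all tested compounds plus 3 SD, set per screening campaign, cut at about 24% in these data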;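 note: plate controls were DMSO alone for no effect and ferristatin control at 100 nM for full effect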
* hit, by the source's call.

CC(Oc1ccc(-c2nccc(-c3ccccn3)n2)cc1)C(=O)NN (stereo unspecified) was read as Efflux pump inh 0.0, CTSL1 counter 5, PP5 inh 4.8, proCasp3 act -15, JMJD2C inh 7, core dimer inh 0, proCasp7 act -9, PP1 counter 5 and TPT1 inh 0.
`CN1CCN(c2ccc(S(=O)(=O)N3CCCCC3)cc2NC(=O)/C=C/c2ccc(Cl)c([N+](=O)[O-])c2)CC1` gave Efflux pump inh 0.0, CTSL1 counter -1, PP5 inh -1.0, proCasp3 act 0, JMJD2C inh 2, core dimer inh 5, proCasp7 act -5, PP1 counter 4 and TPT1 inh -2.
`CCCCN1CC(COc2ccccc2)OC1=O` (stereo unspecified) gave Efflux pump inh 0.0, CTSL1 counter -3, PP5 inh -0.9, proCasp3 act -4, JMJD2C inh 4, core dimer inh 1, proCasp7 act 0, PP1 counter -4 and TPT1 inh 0.
Screening NC(N)=Nc1nc(C2COc3ccccc3O2)cs1 (stereo unspecified) returned Efflux pump inh 0.1, CTSL1 counter 1, PP5 inh 2.4, proCasp3 act 6, JMJD2C inh 4, core dimer inh -4, proCasp7 act -4, PP1 counter -1 and TPT1 inh 3.
For COc1ccc(NC(=O)CCN2C(=O)/C(=C/c3ccc4c(c3)OCO4)SC2=S)cc1 the results were Efflux pump inh 0.0, CTSL1 counter 2, PP5 inh -0.2, proCasp3 act -3, JMJD2C inh 3, core dimer inh 3, proCasp7 act -1, PP1 counter 1 and TPT1 inh 6.
CC(C)=C[C@@H]1C[C@H](C)[C@H]2CC[C@H](C)c3c(O[C@@H]4O[C@@H](C)[C@@H](O)[C@@H](O)[C@@H]4O)c(O)c(C)c1c32 was read as Efflux pump inh 0.7, proCasp3 act 1, JMJD2C inh 1 and proCasp7 act -10.
`c1csc(-c2nc3ccccn3c2NC2CCCCC2)c1` gave Efflux pump inh -0.1, CTSL1 counter 0, PP5 inh 3.8, proCasp3 act 7, JMJD2C inh 4, core dimer inh 2, proCasp7 act -3, PP1 counter -2 and TPT1 inh -2.
`CC(=O)N1CCN(C(=O)CCNS(=O)(=O)c2ccccc2)CC1` gave Efflux pump inh 0.0, PP5 inh 0.4, proCasp3 act 3, JMJD2C inh -3, proCasp7 act -5 and PP1 counter 0.
Screening COc1ccccc1NS(=O)(=O)c1cccc(NC(=O)c2ccc3ccccc3n2)c1 returned Efflux pump inh -1.1, CTSL1 counter -3, PP5 inh 1.9, proCasp3 act 0, JMJD2C inh 2, core dimer inh 9, proCasp7 act 0, PP1 counter 3 and TPT1 inh 0.
Screening COc1cc(NC(=O)COc2ccccc2)ccc1NC(=O)c1ccco1 returned Efflux pump inh -0.2, CTSL1 counter 0, PP5 inh 3.0, proCasp3 act 13, JMJD2C inh 18, core dimer inh 1, proCasp7 act 2, PP1 counter -1 and TPT1 inh 0.
`CCn1c(C)nnc1SCC(=O)Nc1ccccc1OC` gave Efflux pump inh 0.8, CTSL1 counter -3, PP5 inh 5.1, proCasp3 act -4, JMJD2C inh -15, core dimer inh -5, proCasp7 act 5, PP1 counter 2 and TPT1 inh 2.
Screening CCN(C(=O)COC(=O)c1nccnc1N)c1cccc2ccccc12 returned Efflux pump inh -0.1, proCasp3 act 0, JMJD2C inh 4 and proCasp7 act 8.
CCc1cccc(OCCN2CCCC2)c1 was read as Efflux pump inh 0.4, CTSL1 counter 2, PP5 inh 0.1, proCasp3 act 8, JMJD2C inh 17, core dimer inh -1, proCasp7 act 3, PP1 counter -1 and TPT1 inh -4.
Screening O=C(CCn1c(=S)[nH]c2ccccc2c1=O)NCCCN1CCCC1=O returned Efflux pump inh 0.0, CTSL1 counter 2, PP5 inh -0.6, proCasp3 act -4, JMJD2C inh -7, core dimer inh -8, proCasp7 act 12, PP1 counter -4 and TPT1 inh -2.
`CCn1ccnc1CN(C)Cc1cn[nH]c1-c1ccc(F)cc1F` gave Efflux pump inh 0.0, CTSL1 counter 0, PP5 inh -3.1, proCasp3 act -2, JMJD2C inh -14, core dimer inh -1, proCasp7 act 0, PP1 counter -2 and TPT1 inh -2.

Ordered by length of the SMILES (ascending): 5 of the compounds above.
Screening NC(N)=Nc1nc(C2COc3ccccc3O2)cs1 (stereo unspecified) returned Efflux pump inh 0.1, CTSL1 counter 1, PP5 inh 2.4, proCasp3 act 6, JMJD2C inh 4, core dimer inh -4, proCasp7 act -4, PP1 counter -1 and TPT1 inh 3.
`c1csc(-c2nc3ccccn3c2NC2CCCCC2)c1` gave Efflux pump inh -0.1, CTSL1 counter 0, PP5 inh 3.8, proCasp3 act 7, JMJD2C inh 4, core dimer inh 2, proCasp7 act -3, PP1 counter -2 and TPT1 inh -2.
CC(Oc1ccc(-c2nccc(-c3ccccn3)n2)cc1)C(=O)NN (stereo unspecified) was read as Efflux pump inh 0.0, CTSL1 counter 5, PP5 inh 4.8, proCasp3 act -15, JMJD2C inh 7, core dimer inh 0, proCasp7 act -9, PP1 counter 5 and TPT1 inh 0.
Screening O=C(CCn1c(=S)[nH]c2ccccc2c1=O)NCCCN1CCCC1=O returned Efflux pump inh 0.0, CTSL1 counter 2, PP5 inh -0.6, proCasp3 act -4, JMJD2C inh -7, core dimer inh -8, proCasp7 act 12, PP1 counter -4 and TPT1 inh -2.
CC(C)=C[C@@H]1C[C@H](C)[C@H]2CC[C@H](C)c3c(O[C@@H]4O[C@@H](C)[C@@H](O)[C@@H](O)[C@@H]4O)c(O)c(C)c1c32 was read as Efflux pump inh 0.7, proCasp3 act 1, JMJD2C inh 1 and proCasp7 act -10.

Carrying on.
For N#Cc1c(/N=C/c2ccco2)oc(-c2ccccc2)c1-c1ccccc1 the results were Efflux pump inh 0.1, CTSL1 counter 1, PP5 inh 0.7, proCasp3 act -3, JMJD2C inh 0, core dimer inh -3, proCasp7 act -11, PP1 counter 3 and TPT1 inh -2.
Screening Cc1ccc(C(=O)C2CCN(S(=O)(=O)c3ccc(C(=O)O)cc3)CC2)cc1 returned Efflux pump inh -0.1, CTSL1 counter -3, PP5 inh 0.5, proCasp3 act 5, JMJD2C inh 59, core dimer inh -1, proCasp7 act 6, PP1 counter -2 and TPT1 inh -3.
For CCC(C)Sc1ccc(-c2nc3ccc(C)cn3c2NC2CCCCC2)cc1 (stereo unspecified) the results were Efflux pump inh 0.0, CTSL1 counter -3, PP5 inh 3.5, proCasp3 act 4, JMJD2C inh 6, core dimer inh -2, proCasp7 act 8, PP1 counter 6 and TPT1 inh -22.
For Cc1cc(OCCNCCO)cc(C)c1Cl the results were Efflux pump inh -0.1, CTSL1 counter -3, PP5 inh 0.6, proCasp3 act -1, JMJD2C inh -10, core dimer inh -3, proCasp7 act 9, PP1 counter -2 and TPT1 inh -1.
Cc1nn(C2CCS(=O)(=O)C2)c(Cl)c1/C=C/C(=O)OCC(=O)N(C)C (stereo unspecified) was read as Efflux pump inh -0.3, CTSL1 counter 0, PP5 inh -0.7, proCasp3 act -2, JMJD2C inh 30, core dimer inh 0, proCasp7 act 3, PP1 counter -2 and TPT1 inh -3.
`Cc1ccc(OCC(=O)N(C)CCc2ccccn2)cc1` gave Efflux pump inh -0.2, CTSL1 counter -4, PP5 inh 2.8, proCasp3 act 4, JMJD2C inh 4, core dimer inh -4, proCasp7 act -6, PP1 counter -3 and TPT1 inh -1.
Screening COc1cc(/C=C/c2ccc3c(Br)cc(Br)c(O)c3n2)ccc1O returned Efflux pump inh -0.5, CTSL1 counter 4, PP5 inh -1.5, proCasp3 act 7, JMJD2C inh 3, core dimer inh 2, proCasp7 act 0, PP1 counter 5 and TPT1 inh 10.
Screening COc1ccc(CNC(=S)Nc2ccccc2Cl)cc1 returned Efflux pump inh -0.1, CTSL1 counter 7, PP5 inh -2.2, proCasp3 act 13, JMJD2C inh -5, core dimer inh -4, proCasp7 act -11, PP1 counter 1 and TPT1 inh 0.
Screening CC(=O)NS(=O)(=O)c1ccc(NC(=O)c2cccc3ccccc23)cc1 returned Efflux pump inh 0.1, CTSL1 counter 1, PP5 inh -0.1, proCasp3 act 0, JMJD2C inh 18, core dimer inh 1, proCasp7 act 9, PP1 counter -8 and TPT1 inh 2.
For CCC(=O)N1c2ccc(S(=O)(=O)CCC(=O)N3CCN(c4ccccc4)CC3)cc2CC1C (stereo unspecified) the results were Efflux pump inh 0.0, CTSL1 counter -1, PP5 inh 3.2, proCasp3 act -9, JMJD2C inh 4, core dimer inh -3, proCasp7 act -6, PP1 counter 0 and TPT1 inh 1.
`O=C(Nc1ccccc1)C1=C(O)CC(c2ccoc2)CC1=Nc1ccccc1` (stereo unspecified) gave Efflux pump inh 0.3, CTSL1 counter 22*, PP5 inh 0.7, proCasp3 act -8, JMJD2C inh 0, core dimer inh 18, proCasp7 act -4, PP1 counter -2 and TPT1 inh 1.
For Cc1ccc(OCC(=O)Nc2sc3c(c2C#N)CCC3)cc1 the results were Efflux pump inh -0.1, CTSL1 counter 2, PP5 inh 3.1, proCasp3 act 3, JMJD2C inh -2, core dimer inh -1, proCasp7 act 4, PP1 counter 2 and TPT1 inh 1.
`O=C(O)c1cc(-c2ccccc2)nc2nc(N3CCCCC3)sc12` gave Efflux pump inh -0.2, CTSL1 counter 1, PP5 inh 0.1, proCasp3 act 5, JMJD2C inh 3, core dimer inh 7, proCasp7 act -1, PP1 counter -1 and TPT1 inh -3.
Screening Cc1nn(-c2cccc3cccnc23)c(=O)c2ccccc12 returned Efflux pump inh -0.1, CTSL1 counter -1, PP5 inh -2.0, proCasp3 act -5, JMJD2C inh -45, core dimer inh -7, proCasp7 act 3, PP1 counter -4 and TPT1 inh 0.
Screening COc1ccc(NC(=O)C(C)N2C(=O)c3ccccc3S2(=O)=O)c(OC)c1 (stereo unspecified) returned Efflux pump inh 0.0, CTSL1 counter -4, PP5 inh 0.5, proCasp3 act 6, core dimer inh -8, proCasp7 act 10, PP1 counter -2 and TPT1 inh -4.
Screening C=CCn1c(=NC(=O)C2COc3ccccc3O2)sc2cc(S(N)(=O)=O)ccc21 (stereo unspecified) returned Efflux pump inh -0.2, CTSL1 counter 1, PP5 inh 2.0, proCasp3 act 3, JMJD2C inh -2, core dimer inh 7, proCasp7 act -2, PP1 counter -1 and TPT1 inh 4.
For COc1ccc(NC(=O)CCC(=O)OCc2ccc(C(=O)Oc3ccc(Cl)cc3)cc2)cc1 the results were Efflux pump inh 0.0, CTSL1 counter -13, PP5 inh -1.6, proCasp3 act 1, JMJD2C inh -2, core dimer inh -1, proCasp7 act -9, PP1 counter 1 and TPT1 inh -3.

Assay outcomes as filed in PubChem BioAssay.
